TEAD-YAP block: TEAD-YAP interaction inhibition | HEK-TIYL cells, TEAD-Gal4/YAP UAS-luciferase luminescence | inhibition, % at 9.12 µM | 640,000 tested, 1.4% active; in the data active = inhibition above about 32%;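 note: 0% = median of test compound wells and 100% = reference inhibitor wells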
FBW7 activator: activators of human E3 ligase FBW7; AlphaScreen FBW7–phospho-cyclin E peptide binding, activator screen; normalized activity (activation), % at 26.1 µM; Q969H0; 650,000 tested, 0.13% active; in the data active = normalized activity above about 1.9%;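 note: purified mutant Fbw7 with reduced substrate affinity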
Target sequence (Q969H0 whole entry, looked up): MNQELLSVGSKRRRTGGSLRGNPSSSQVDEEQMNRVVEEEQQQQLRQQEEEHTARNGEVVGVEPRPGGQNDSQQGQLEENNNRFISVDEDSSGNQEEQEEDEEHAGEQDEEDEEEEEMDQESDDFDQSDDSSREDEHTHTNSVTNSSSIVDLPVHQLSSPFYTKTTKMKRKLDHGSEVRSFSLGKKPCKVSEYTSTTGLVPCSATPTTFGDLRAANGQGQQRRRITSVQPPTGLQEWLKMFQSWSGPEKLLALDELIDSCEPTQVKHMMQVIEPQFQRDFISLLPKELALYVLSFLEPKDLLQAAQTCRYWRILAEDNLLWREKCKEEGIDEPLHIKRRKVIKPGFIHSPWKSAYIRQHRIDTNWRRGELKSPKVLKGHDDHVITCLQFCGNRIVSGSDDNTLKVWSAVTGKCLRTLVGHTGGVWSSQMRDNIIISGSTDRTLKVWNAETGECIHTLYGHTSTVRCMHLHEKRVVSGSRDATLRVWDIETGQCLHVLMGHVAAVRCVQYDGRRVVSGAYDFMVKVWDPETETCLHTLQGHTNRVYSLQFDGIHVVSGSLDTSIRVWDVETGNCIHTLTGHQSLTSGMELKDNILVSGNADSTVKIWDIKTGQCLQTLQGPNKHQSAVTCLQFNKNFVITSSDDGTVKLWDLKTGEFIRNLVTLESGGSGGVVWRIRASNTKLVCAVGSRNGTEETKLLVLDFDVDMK
MITF inh: human MITF inhibition, primary screen | 650,000 tested, 0.91% active | AID 1259374 | AlphaScreen MITF homodimerization, bead proximity signal | inhibition, % at 2.6 µM; in the data active = inhibition above about 50%;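 note: 0% = vehicle wells with protein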
GPR151 activ: activates the human receptor GPR151; PathHunter beta-arrestin GPR151 cells, luminescence; Q8TDV0; AID 1508602; 650,000 tested, 1% active; activation, % at 11.2 µM; in the data active = activation above about 4.9%;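 note: 0% = median of compound wells and 100% = cells with positive control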
Target sequence (Q8TDV0 whole entry, looked up): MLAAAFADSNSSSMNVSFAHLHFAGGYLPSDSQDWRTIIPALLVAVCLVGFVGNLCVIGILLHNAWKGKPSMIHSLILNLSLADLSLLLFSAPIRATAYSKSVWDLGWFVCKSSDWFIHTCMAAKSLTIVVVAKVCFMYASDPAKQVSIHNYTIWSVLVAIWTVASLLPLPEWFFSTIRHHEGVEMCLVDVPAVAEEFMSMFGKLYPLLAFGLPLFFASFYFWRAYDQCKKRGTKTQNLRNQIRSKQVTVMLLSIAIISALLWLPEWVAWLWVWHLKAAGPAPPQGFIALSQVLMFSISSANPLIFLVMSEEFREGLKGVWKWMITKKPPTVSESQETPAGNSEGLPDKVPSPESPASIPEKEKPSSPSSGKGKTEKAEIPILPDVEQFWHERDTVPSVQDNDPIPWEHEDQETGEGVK
The depositor's hits bear a star; & = joins results of further samples.

SMILES	TEAD-YAP block	FBW7 activator	MITF inh	GPR151 activ
CC(=O)Oc1ccc(N2C(=O)c3cccnc3C2=O)c(C)c1	6	-1.1	12	3.2
O=C(NCc1nc2ccccc2[nH]1)c1cccc(Nc2ncccn2)c1	1	0.3	12	0.3
Cc1cc2nc(N3CCC(NCc4ccc5c(c4)n(C)c(=O)n5C)CC3)nc(C)c2cc1C	-6	0.0	-19	1.2
O=C(CSc1nc2ccccc2nc1Cc1ccc(F)cc1)NCc1ccccc1	-25	0.2	-2	0.6
Cn1ncc([N+](=O)[O-])c1C(=O)Nc1nc2ccccc2n1CCN1CCCCC1	10	0.3	24	-1.1
CCSc1ccccc1C(=O)Nc1sc2c(c1C#N)CCCCC2	-36	0.3	-15	2.4
C=CCN1C(=O)C(=O)/C(=C(\O)c2ccc(OC)cc2)C1c1ccc(F)cc1 (stereo not drawn)	6	0.6	20	-1.7
CCC(C)OC(=O)C1=C(C)NC2=C(C(=O)CC(c3ccc(OC)cc3)C2)C1c1ccc(OC)c(OC)c1 (stereo not drawn)	2	0.4	-1	-0.7
CCC1CCCCN1C(=O)COC(=O)c1cc2ccccc2cc1O (stereo not drawn)	5	-0.2	-2	0.1
COc1cc([C@@H]2c3cc4c(cc3[C@@H](O[C@@H]3O[C@@H]5CO[C@@H](C)O[C@H]5[C@H](O)[C@H]3O)[C@H]3COC(=O)[C@H]23)OCO4)cc(OC)c1O	-35	0.0&0.0	0&-20	1.4&-1.1
O=[N+]([O-])c1ncccc1Oc1nc(CN2CCOCC2)nc2scc(-c3ccccc3)c12	10	-0.2	-3	-1.0
COc1cccc2sc(=NC(=O)c3ccc(S(=O)(=O)N(C)C)cc3)n(C)c12	-2&-2	0.1&-0.1	-5&0	-0.4&0.6
CCOC(=O)COc1ccc(/C=C2\C(=O)N(c3cccc(C(=O)O)c3)N=C2C)cc1OC	0	-0.9	29	-1.1
CN1CCN(C2=NC(=O)/C(=C\c3ccc(OCc4ccc([N+](=O)[O-])cc4)cc3)S2)CC1	2	-0.1	3	1.8
O=Cc1cc(Br)ccc1OCC(=O)Nc1ccccc1F	14	1.1	6	-2.6

Reformatted: 3 of the compounds above
mol | TEAD-YAP block | FBW7 activator | MITF inh | GPR151 activ
O=C(NCc1nc2ccccc2[nH]1)c1cccc(Nc2ncccn2)c1 | 1 | 0.3 | 12 | 0.3
O=[N+]([O-])c1ncccc1Oc1nc(CN2CCOCC2)nc2scc(-c3ccccc3)c12 | 10 | -0.2 | -3 | -1.0
COc1cccc2sc(=NC(=O)c3ccc(S(=O)(=O)N(C)C)cc3)n(C)c12 | -2&-2 | 0.1&-0.1 | -5&0 | -0.4&0.6

Next part.
SMILES	TEAD-YAP block	FBW7 activator	MITF inh	GPR151 activ
Oc1ccccc1CNCc1ccccn1	-5	-0.6	76*	-0.3
O=C(CN1CCC(n2nnc3cc(F)ccc32)CC1)Nc1cc(Cl)ccc1Cl	4	-0.2	-9	-1.0
NC1=NS(=O)(=O)NC1c1ccc(Cl)cc1 (stereo not drawn)	-4	-0.1	-10	0.8
O=C1/C(=C/c2c(F)cccc2Cl)SC(=S)N1C1CCS(=O)(=O)C1 (stereo not drawn)	10	-0.1	5	-0.8
COC(=O)c1ccc(OC2OCCOC2Oc2ccc(C(=O)OC)cc2)cc1 (stereo not drawn)	-1	0.3	-9	-0.5
Cc1cc2c(cc1C)NC(CC(=O)Nc1ccc(Cl)cc1)C(=O)N2 (stereo not drawn)	0	0.2	-1	-1.2
CCOC(=O)C1=C(C)N=c2s/c(=C\c3ccc(OCc4ccccc4)c(OCC)c3)c(=O)n2C1c1ccc(Cl)cc1 (stereo not drawn)	9	0.1	9	-1.6
CN1CC(=O)N2CCN(C(=O)Oc3ccc(Cl)cc3)C[C@@H]2C1=O	1	0.6	15	-0.5
COc1ccc(OCC(=O)NCCN2CCOCC2)cc1	7	0.0	-3	-0.2
COc1cc(NC(=O)CCC(=O)O)cc(OC)c1OC	-9	-0.1	-1	-2.4
CCOc1ccc2nc(N3CCCN(Cc4cccc5nccnc45)CC3)nc(C)c2c1	1	0.1	-7	0.1
O=C(NCCOc1ccccc1)C(=O)NCc1ccco1	48*	0.2	10	0.8
O=C(O)CC1SC(=O)N(CC(=O)c2ccccc2)C1=O (stereo not drawn)	-2	-0.1	-1	2.0
Cc1cccc(NC(=O)C2C3C=CC4(O3)C2C(=O)N(C2CCCCC2C)C4C(=O)NC2CCCC(C)C2C)c1 (stereo not drawn)	-4	0.1	13	-1.7
O=C(Nc1ccccc1Cl)NC1CC(=O)N(c2cccc(F)c2)C1 (stereo not drawn)	4	0.0	25	-0.5

7 entries from above, bar-delimited:
molecule | TEAD-YAP block | FBW7 activator | MITF inh | GPR151 activ
COc1cc([C@@H]2c3cc4c(cc3[C@@H](O[C@@H]3O[C@@H]5CO[C@@H](C)O[C@H]5[C@H](O)[C@H]3O)[C@H]3COC(=O)[C@H]23)OCO4)cc(OC)c1O | -35 | 0.0&0.0 | 0&-20 | 1.4&-1.1
O=[N+]([O-])c1ncccc1Oc1nc(CN2CCOCC2)nc2scc(-c3ccccc3)c12 | 10 | -0.2 | -3 | -1.0
COc1cccc2sc(=NC(=O)c3ccc(S(=O)(=O)N(C)C)cc3)n(C)c12 | -2&-2 | 0.1&-0.1 | -5&0 | -0.4&0.6
CCOC(=O)COc1ccc(/C=C2\C(=O)N(c3cccc(C(=O)O)c3)N=C2C)cc1OC | 0 | -0.9 | 29 | -1.1
CN1CCN(C2=NC(=O)/C(=C\c3ccc(OCc4ccc([N+](=O)[O-])cc4)cc3)S2)CC1 | 2 | -0.1 | 3 | 1.8
O=Cc1cc(Br)ccc1OCC(=O)Nc1ccccc1F | 14 | 1.1 | 6 | -2.6
Oc1ccccc1CNCc1ccccn1 | -5 | -0.6 | 76* | -0.3

Single records, as listed above.
Results for Cc1cccc(NC(=O)C2C3C=CC4(O3)C2C(=O)N(C2CCCCC2C)C4C(=O)NC2CCCC(C)C2C)c1 (stereo not drawn) → TEAD-YAP block = -4; FBW7 activator = 0.1; MITF inh = 13; GPR151 activ = -1.7
Results for O=C(CN1CCC(n2nnc3cc(F)ccc32)CC1)Nc1cc(Cl)ccc1Cl → TEAD-YAP block = 4; FBW7 activator = -0.2; MITF inh = -9; GPR151 activ = -1.0
Results for COc1cccc2sc(=NC(=O)c3ccc(S(=O)(=O)N(C)C)cc3)n(C)c12 → TEAD-YAP block = -2&-2; FBW7 activator = 0.1&-0.1; MITF inh = -5&0; GPR151 activ = -0.4&0.6

Carrying on.
SMILES	TEAD-YAP block	FBW7 activator	MITF inh	GPR151 activ
CC(C)(C)c1ccc(NC(=O)c2ccc(C(=O)c3ccccc3)o2)cc1	-1	0.4	-4	-1.2
CC(C)OCCCNC(=O)C1CCN(S(=O)(=O)c2ccc(F)cc2)CC1	-14	0.6	23	2.2
COc1cc2cc(C(c3nnnn3C(C)(C)C)N3CCCCC3)c(=O)[nH]c2cc1OC (stereo not drawn)	-3	0.0	6	-0.8
CS(=O)(=O)N1CCn2c(nc3ccccc32)C1	-11	-0.2	3	0.0
Cc1cc(C(F)(F)F)n2nc(C(=O)Nc3cc(Br)ccc3O)cc2n1	-23	0.3	17	-0.9
COc1ccccc1NS(=O)(=O)c1c(C)nn(C)c1C	-3	0.4	6	-0.5
Cc1cc(NC(=O)c2cc(-c3ccc(Br)cc3)on2)no1	3	0.1	-4	0.1
COc1ccc(NC(=O)c2oc(=O)c3ccccc3c2-c2ccccc2)cc1	-7	0.3	21	2.0
CC(C)C(=O)Nc1ccc(C(=O)NNC(=O)CCC(=O)O)cc1	2	0.2	3	1.5
COc1ccc(Br)cc1C(=O)Nc1ccc(C)cc1[N+](=O)[O-]	3	-0.1	-12	-0.3
CCCn1c(=NC(=O)CN2C(=O)CCC2=O)sc2cccc(F)c21	-7	-0.1	6	0.6
COc1ccc(Cl)cc1NC(=O)CN(C)CC(=O)Nc1ccc(C(N)=O)cc1	5	-0.1	-9	0.2
O=Cc1oc2cc([N+](=O)[O-])ccc2c1O	14	1.4	0	0.0
COC(=O)c1ccc2ccn(CC(=O)NC(C)C)c2c1	-5	-0.2	-6	0.3
COc1cccc(C(=O)Nn2c(-c3ccc(F)cc3)nc3ccccc3c2=O)c1OC	7	1.3	12	0.1
COc1ccc(C(=O)NNC(=O)COc2ccc3ccccc3c2)cc1	-6	0.4	-4	0.2
O=C(Nc1ncc(-c2cccnc2)s1)c1ncoc1-c1ccc(Cl)cc1	5	0.4	9	0.1
O=C(Cn1nc2c3ccccc3nc(C3CC3)n2c1=O)N1CCCC2CCCCC21 (stereo not drawn)	9	0.2	22	-1.2
C/C(=N\Nc1ccc(C(F)(F)F)cn1)c1ccc(C)o1	-48	-0.1	6	0.6
O=C(Cc1cccc2ccccc12)N/N=C/c1ccc(O)cc1	-5	0.0	7	0.7
C/C(CC(=O)Nc1ccc(C)cn1)=N\NC(=O)C(=O)Nc1cccc(Cl)c1C	-9	-0.1	1	0.5
C=CCOc1ccc(/C(O)=C2\C(=O)C(=O)N(CCN(C)C)C2c2ccccc2F)cc1C (stereo not drawn)	-2	-0.1	10	0.4
CN(C)c1nc(N(C)C)nc(N(C)C)n1	-11&5	-0.1&0.0&-0.2&0.1	-5&3&1&31	1.3&-1.7&0.1&-1.4
O=C1c2ccc(F)cc2C(=O)N1C1CCCCCCC1	7	-0.1	-5	-1.5
O=C1Nc2ccccc2C12Oc1ccccc1C1CC(c3ccccc3)=NN12 (stereo not drawn)	-36	0.3	-1	-1.0
Cc1ccc(OCCCC(=O)NC2CCCCC2)cc1	-14	0.1	-8	1.1
COCCCNC(=O)c1cc2c(=O)n(C)c(=O)n(C)c2n1CCOC	-11	-0.1	-2	-0.5
Cc1ccc(CC2(CCC(=O)NCc3nc(C)cs3)CCC(=O)N2)cc1 (stereo not drawn)	11	-0.1	17	0.5
COc1ccc(-c2cc(C(F)(F)F)n3ncc(C(=O)N4CCCCC4c4cccnc4)c3n2)cc1OC (stereo not drawn)	-2	0.1	16	-1.3
CCOc1ccc(C(=O)Nc2ccc(S(=O)(=O)Nc3nccnc3OC)cc2)cc1	12	0.0	6	-0.1
CCOc1ccc(-n2nc3ccc(NC(=O)c4ccc(-c5ccccc5)o4)cc3n2)cc1	-6	0.0	-8	0.2
CC(C)Sc1nc(N2CCOCC2)c2c(c1C#N)CC(C)(C)OC2	-18	-1.2	8	1.6
O=C(NC(=S)Nc1ccc2nn(-c3ccccc3)nc2c1)c1ccc(F)cc1	-9	-0.2	3	-0.5
C#CCOc1c(Cl)cc(/C=C2/NC(=O)N(Cc3ccc(Br)cc3)C2=O)cc1OC	-12	-0.1	-7	1.1
CC(=O)c1ccccc1NC(=O)COC(=O)CCC1CCCCC1	7	0.1	-5	0.9
COc1ccccc1OCCCCOc1ccccc1[N+](=O)[O-]	-6	-0.2	-11	0.5
NC(=O)C1CCN(S(=O)(=O)c2cc3c(cc2Cl)NC(=O)CO3)CC1	1	-0.1	-9	1.4
O=C1NC(=Nc2ccc(Br)cc2)SC1Cc1cccc(C(F)(F)F)c1 (stereo not drawn)	3	0.0	-2	1.6
COc1ccc(C2CC(c3cccs3)=NN2C(=O)CSc2nnc(CNC(=O)c3cccs3)n2Cc2ccccc2)cc1 (stereo not drawn)	10	0.2	15	-0.2
CN1CCN(CCCN(Cc2ccco2)C(=S)Nc2ccc(Oc3ccccc3)cc2)CC1	-3	-0.1	10	2.1
Cc1cc([N+](=O)[O-])ccc1N1CCN(C(=O)c2ccccc2Cl)CC1	3	-0.2	-2	0.8
CCc1nnc(NS(=O)(=O)c2ccc(NS(=O)(=O)c3ccc(NC(C)=O)cc3)cc2)s1	1	0.0	0	-0.9
COC(=O)c1c(NC(=O)/C=C/c2cccs2)sc(C)c1C	-5	0.0	4	-0.8
CCCC1=NN2C(=N)/C(=C/c3ccc(OCCOc4cccc(C)c4)c(OC)c3)C(=O)N=C2S1	8	0.5	9	-1.7
Cc1ccc(-n2c(-c3ccc(Br)cc3)cn3c4c(=O)n(C)c(=O)n(C)c4nc23)cc1	-1	-0.1	6	-1.0
NNC(=O)CCn1c(=S)[nH]c2ccsc2c1=O	-3	-0.1	13	-1.0
CCOC(=O)C1CCN(C(=O)c2cc(F)c(Cl)cc2F)CC1	0	0.2	-2	-1.0
O=C1Nc2ccccc2/C1=C/c1nc2ccccc2c(=O)n1-c1ccccc1[N+](=O)[O-]	-6	1.0	30	-1.0
COc1ccc(N2C(N)=C(C#N)C(c3ccc(O)c(OC)c3)C3=C2CCCC3=O)cc1 (stereo not drawn)	58*	-0.1	-4	0.5
FC(F)(F)c1nc2ccccc2n1-c1nc(-n2c(C(F)(F)F)nc3ccccc32)nc(-n2c(C(F)(F)F)nc3ccccc32)n1	1	0.3	-2	-0.5
O=C(O)c1ccc([C@@H]2Nc3ccccc3[C@@H]3C=CC[C@@H]32)cc1	-3	-1.0	49	-0.4
COc1ccc(NC(=O)c2cccc(N3C(=O)C4CCC(C)CC4C3=O)c2)c(OC)c1 (stereo not drawn)	-10	-0.2	-6	1.5
CCn1c(=O)cc(OCC(=O)Nc2nc(C)cs2)c2ccccc21	6	0.3	24	-0.2
CN1CCc2cc(C(CNC(=O)c3cc(Cl)ccc3Cl)N3CCCC3)ccc21 (stereo not drawn)	0	0.0	22	2.6
CCOC(=O)c1c(NC(=O)/C=C/c2ccccc2Cl)sc(C(N)=O)c1C	-2	-0.2	-4	0.5
COc1cc2nc(Nc3ccc4ncccc4c3)nc(Nc3ccccc3)c2cc1OC	5	-0.1	-2	-0.3
CC1CCCC(NC(=O)C2CCCN(S(=O)(=O)c3cccc4cccnc34)C2)C1C (stereo not drawn)	7	0.0	1	-0.4
Cc1nnc(NC(=O)CSc2nnc(NC(=O)c3ccco3)s2)s1	9	-0.1	-11	-1.4
COc1ccc(C2CC(C(F)(F)F)n3nc(C(=O)Nc4cccc(C(C)O)c4)c(Cl)c3N2)cc1OC (stereo not drawn)	5	0.2	20	-0.7
Cc1cc(N2CCOCC2)nc(Cl)n1	5	-0.3	9	0.5

High-throughput results (PubChem BioAssay)
